Compound activity deposited in PubChem by several laboratories.
LYP inhibition – inhibitors of LYP phosphatase, biochemical, fluorescence intensity, uHTS (AID 1779). recombinant LYP phosphatase, fluorescence intensity; higher % means a stronger effect. one-dose inhibition, % at 11.5 µM; IC50 in µM for titrated hits. 290,000 compounds, 0.054% hits;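 also: plate controls were vehicle with enzyme for no effect and no enzyme for full effect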
Siah-1 displacement – Siah-1 peptide-binding antagonists, primary screen, biochemical, fluorescence polarization, rhodamine-plectin, uHTS (AID 1817); E3 ubiquitin-protein ligase SIAH1 (Homo sapiens); Siah-1 / rhodamine-plectin peptide fluorescence polarization; higher % means a stronger effect; displacement, % at 20 µM, or IC50 in µM where a hit was titrated; 290,000 compounds, 0.02% hits;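 active = displacement of at least 50% at 20 µM, with a fluorescence ratio check between 0.3 and a set limit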;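 also: plate controls were Siah plus tracer with DMSO for no effect and tracer alone without Siah for full effect; strong numbers were not always called active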
Dynein cargo inh – inhibitors of GR-EGFP nuclear translocation, primary screen, dynein cargo transport inhibitor project, imaging, high-content, 3617.4 mouse cells; test concentration mostly 20 µM; stimulated with dexamethasone, 1 µM; stronger effect = lower value; z-score, hits read low; 220,000 compounds, 0.47% hits;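 active = plate z-score of nuclear minus cytoplasmic receptor signal below a set negative limit, without overly bright fluorescence or cell loss, cut at about -3.5 in these data, passing the limit was not always enough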;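 also: z-score of nuclear minus cytoplasmic ring GR-EGFP intensity difference per well; some compounds called inactive have numbers as strong as hits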
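Schedule: 48 h induction, then 1 h compound, then 30 min agonist, 37 °C. Buffer or medium: tetracycline-free induction medium containing charcoal-stripped FBS. Reagent: 1.0 µM final dexamethasone stimulus. Evaluation: nuclear versus cytoplasmic GR-EGFP signal, averaged per well. Signal: high-content fluorescence imaging after fixation.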
PMI inhibition – human PMI inhibitors, high substrate, primary screen, biochemical, fluorescence intensity, high mannose 6-phosphate (AID 1220). recombinant PMI enzyme, coupled fluorescence intensity; higher % means a stronger effect. inhibition, % at 20 µM; hits with a dose series show IC50 in µM. 190,000 compounds, 0.66% hits. Mannose-6-phosphate isomerase (Homo sapiens)
XIAP displacement – XIAP antagonists, biochemical, IAP family, fluorescence polarization (AID 1018); E3 ubiquitin-protein ligase XIAP (Homo sapiens); XIAP BIR domain, fluorescence polarization peptide displacement; higher % means a stronger effect; one-dose displacement, % at 20 µM; IC50 in µM for titrated hits; 200,000 compounds, 0.007% hits; in the data active = displacement above about 50%; also: a part of the inactive calls stands beside numbers as strong as those of hits
human PMI inhibition – inhibitors of human PMI, primary screen, biochemical, fluorescence intensity, coupled assay (AID 1209) | inhibition, % at 20 µM; hits with a dose series show IC50 in µM | Mannose-6-phosphate isomerase (Homo sapiens) | 190,000 compounds, 0.42% hits | purified PMI enzyme, coupled fluorescence intensity; higher % means a stronger effect;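 also: plate controls were DMSO vehicle for no effect and wells lacking substrate for full effect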
M1AAP inhibition – P. falciparum M1AAP inhibitors, biochemical, fluorogenic H-Leu-NHMec substrate, 1536-well (AID 1445) | Aminopeptidase N (Plasmodium falciparum (isolate 3D7)) | recombinant M1AAP, H-Leu-NHMec fluorogenic kinetic assay; higher % means a stronger effect | inhibition, % at 30 µM, or IC50 in µM where a hit was titrated | 220,000 compounds, 0.42% hits;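 active = primary inhibition above the hit cutoff, then over 50% inhibition at one or more dose response concentrations, cut at about 23% in these data, passing the limit was not always enough; inconclusive = conflicting primary data, or primary hits not chosen for dose response; inactive = low primary inhibition, or under 50% at every dose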;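 also: plate controls were DMSO full reaction for no effect and no enzyme background for full effect; strong numbers were not always called active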
AID2073 – inhibitors of Mint1-CaV2.2 protein interaction, biochemical, HTRF (AID 2073). 290,000 compounds, 0.19% hits. Voltage-dependent N-type calcium channel subunit alpha-1B (Homo sapiens). one-dose inhibition, % at 20 µM; IC50 in µM for titrated hits. HTRF protein-protein interaction, Mint1-CaV2.2; higher % means a stronger effect; in the data active = inhibition mostly above about 51%, no sharp cut-off; inconclusive = no clear call, values can overlap the other calls; inactive = mostly below about 53%; also: some results filed as inactive read as strong as hits
P. falciparum M17LAP – P. falciparum M17LAP inhibitors, primary screen, biochemical, fluorogenic H-Leu-NHMec substrate, 1536-well (AID 1619). recombinant M17LAP, H-Leu-NHMec fluorogenic kinetic assay; higher % means a stronger effect. Leucine aminopeptidase (Plasmodium falciparum (isolate 3D7)). one-dose inhibition, % at 30 µM; IC50 in µM for titrated hits. 220,000 compounds, 0.38% hits;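 active = compound inhibiting the enzyme by more than half at any dose during confirmatory dose-response retesting; inconclusive = strong single-dose inhibitors picked by rank but not retested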;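 also: plate controls were full reaction with DMSO carrier for no effect and no enzyme background for full effect; strong numbers were not always called active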
Dynein cargo inh cytoplasmic EGFP – further read-out of Dynein cargo inh, marked with its call; z-score; measured here: cytoplasmic GR-EGFP intensity; stronger effect = higher value
Dynein cargo inh nuclear GR-EGFP – also measured in Dynein cargo inh; calls as there; z-score; measured here: nuclear GR-EGFP intensity;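 lower value marks the stronger effect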
Dynein cargo inh cell count – further read-out of Dynein cargo inh, marked with its call; z-score; measured here: cell count per field
An asterisk follows results filed as active; ? = inconclusive; / = not tested or not shown. Rule as the data show it, unless noted: active = inhibition above about 50%; inactive = the rest.

item	molecule	LYP inhibition	Siah-1 displacement	Dynein cargo inh	Dynein cargo inh cytoplasmic EGFP	Dynein cargo inh nuclear GR-EGFP	Dynein cargo inh cell count	PMI inhibition	XIAP displacement	human PMI inhibition	M1AAP inhibition	AID2073	P. falciparum M17LAP
1	CCOc1ccc(-n2c(C)nnc2SCC(=O)N(CC)CC)cc1	-1%	-1%	1.4	-0.32	0.46	-0.066	5%	-5.6%	5%	3%	-1%	14%
2	Cc1ccc(NC(=O)COC(=O)/C=C/c2ccc(Br)o2)cc1S(=O)(=O)N(C)C	10%	-4%	-0.68	-0.35	-0.71	0.03	-121%	-6.5%	-50%	3%	8%	6%
3	Cc1ccc(S(=O)(=O)N2CCC(=O)N(CCOCc3ccc(C(F)(F)F)cc3)CC2)cc1	-2%	8%	-1.5	-0.28	-0.081	0.27	3%	-14%	8%	-1%	-3%	-1%
4	CCN1c2ccc(S(=O)(=O)N3CCOCC3)cc2N(Cc2ccc(OC)cc2)C1C (stereo unspecified)	-6%	-4%	-0.75	-0.15	-0.4	0.83	10%	-0.5%	5%	6%	2%	-15%
5	COc1cccc(CNC(=O)C2CCN(Cc3cnn(-c4ccccc4)c3-n3cccc3)CC2)c1	-8%	-1%	1.8	-0.17	1.2	-1.5	11%	-6.1%	7%	-6%	10%	4%
6	CC(=O)Oc1ccc2oc3c(c2c1)C(=O)CCC3	3%	10%	-0.15	-0.18	-0.19	-0.23	15%	-2.6%	2%	2%	2%	6%
7	CCN(CC)S(=O)(=O)c1ccc(OC)c(NC(=O)CSc2ccccc2)c1	3%	2%	-0.21	-0.25	-0.51	0.045	2%	-4.3%	11%	4%	-18%	4%
8	CCCCCCCCNC(=O)CCNC(=O)c1ccc(C(C)(C)C)cc1	-3%	-3%	-0.15	0.081	0.16	-0.099	8%	-3.7%	15%	13%	27%	6%
9	Cn1cccc1CC(=O)N/N=C/c1cc([N+](=O)[O-])ccc1Cl	-3%	1%	-0.32	-0.21	0.26	0.0073	2%	-0.8%	6%	10%	45%	25%
10	O=S(=O)(c1ccc2c(c1)OCCO2)N1CCC(c2nc3ccccc3[nH]2)CC1	-2%	0%	-0.18	-0.17	-0.082	0.41	-4%	1.1%	2%	-6%	-15%	1%
11	CCOc1nc(-c2ccccc2)ccc1-c1noc(-c2cccs2)n1	1%	1%	-0.22	-0.076	-0.17	0.44	-12%	-7.5%	-5%	3%	15%	-9%
12	O=C(CSC1CC(=O)N(c2ccc(C(=O)O)cc2)C1=O)Nc1ccc2ccccc2c1 (stereo unspecified)	0%	4%	-0.4	-0.15	0.24	0.39	-7%	-1.3%	5%	/	7%	/
13	Cc1cc(NC(=O)C(=O)c2cn(C)c3ccccc23)no1	-8%	0%	0.015	0.23	0.18	-0.98	10%	-6.4%	6%	1%	4%	-17%
14	O=C(Nc1cccc2ncccc12)C12CC3CC(CC(C3)C1)C2	-1%	0%	0.034	-0.15	0.15	0.47	9%	1.3%	20%	7%	15%	10%
15	CS(=O)(=O)N1CCN(c2ccc(NC(=O)c3ccccc3)cc2)CC1	6%	-3%	-0.38	-0.32	-0.18	0.1	-6%	-1.2%	-7%	1%	4%	-3%
16	Cc1ccc(CNC(=O)Cn2c([N+](=O)[O-])cnc2C)cc1	5%	8%	0.46	-0.44	0.48	-0.0076	10%	-19%	9%	-2%	-6%	-14%
17	CCOC(=O)/C(C#N)=N/Nc1ccccc1C(=O)O	-5%	0%	-1.1	-0.2	-0.24	0.34	/	/	/	9%	5%	15%
18	C[C@@H](C(=O)NCCc1c[nH]c2ccccc12)[C@H]1C[C@]1(C)[C@H](NC(=O)OCc1ccccc1)c1ccccc1	5%	3%	-0.37	-0.18	0.13	0.46	12%	-4.6%	5%	1%	5%	7%
19	Cc1c(C(=O)N2CCC(C)CC2)sc2ncnc(N3CCN(c4ccccc4)CC3)c12	3%	5%	-0.56	0.25	0.42	0.71	10%	-1.3%	10%	3%	10%	2%
20	N#C[C@@H]1[C@@H]2C(=O)N(c3ccc4c(c3)OCCO4)C(=O)[C@@H]2C2c3ccccc3C=CN21 (stereo partly specified)	-3%	7%	-1.4	0.48	-0.00036	0.14	-34%	-3.4%	-32%	12%	6%	20%
21	CN(C(=O)OCc1ccccc1)C(CC(N)=O)C(=O)O (stereo unspecified)	-4%	0%	1.3	-0.15	0.81	-1	2%	-4.4%	2%	-1%	-4%	-13%
22	CCOC(=O)c1ccc(NS(=O)C23CC4CC(CC(C4)C2)C3)cc1 (stereo unspecified)	0%	8%	0.99	-0.11	0.58	0.24	-86%	-2.8%	-40%	13%	-5%	12%
23	Cc1ccc(C(=O)CCCn2nnc(-c3cccnc3)n2)cc1C	-3%	25%	0.21	-0.17	0.0094	0.6	11%	-1.4%	10%	4%	?	3%
24	Cc1ccc(CSc2ncn(-c3ccccc3)n2)cc1	-2%	-7%	-0.071	0.33	0.37	-1.7	-14%	-5.1%	2%	7%	-17%	1%
25	O=C(CSc1ccccc1)Nc1ccc(NC(=O)c2ccco2)cc1	-4%	1%	-0.089	-0.22	-0.58	0.44	2%	-1.3%	7%	6%	26%	2%
26	CCCCN=c1scc(-c2ccc3c(c2)NC(=O)CO3)n1N=C1CCCC1	-4%	-2%	-0.53	0.14	-0.039	0.24	6%	0.7%	15%	10%	-8%	-2%
27	Cc1ccccc1-n1c(Cc2cccs2)n[nH]c1=S	0%	2%	0.34	-0.021	-0.16	0.13	-6%	-6.6%	-1%	6%	-21%	4%
28	Cc1c(Cl)cccc1NC(=S)NCc1ccccc1Cl	-5%	-8%	-0.5	-0.23	-0.5	0.6	6%	-4.9%	9%	1%	-5%	-3%
29	CC(Cc1ccccc1)N/C=C1/CC(=O)NC1=O (stereo unspecified)	-5%	-2%	0.23	-0.31	0.15	-0.55	-3%	-7.3%	2%	3%	-1%	-1%
30	Cc1cc(C)n2nc(C(=O)Nc3c(C)nn(Cc4ccc(F)cc4)c3C)cc2n1	-5%	-4%	0.37	-0.32	0.67	-0.18	9%	-4.0%	7%	0%	11%	0%

Looked up by compound from the list above, six records:
item	molecule	LYP inhibition	Siah-1 displacement	Dynein cargo inh	Dynein cargo inh cytoplasmic EGFP	Dynein cargo inh nuclear GR-EGFP	Dynein cargo inh cell count	PMI inhibition	XIAP displacement	human PMI inhibition	M1AAP inhibition	AID2073	P. falciparum M17LAP
1	CCOc1ccc(-n2c(C)nnc2SCC(=O)N(CC)CC)cc1	-1%	-1%	1.4	-0.32	0.46	-0.066	5%	-5.6%	5%	3%	-1%	14%
10	O=S(=O)(c1ccc2c(c1)OCCO2)N1CCC(c2nc3ccccc3[nH]2)CC1	-2%	0%	-0.18	-0.17	-0.082	0.41	-4%	1.1%	2%	-6%	-15%	1%
25	O=C(CSc1ccccc1)Nc1ccc(NC(=O)c2ccco2)cc1	-4%	1%	-0.089	-0.22	-0.58	0.44	2%	-1.3%	7%	6%	26%	2%
15	CS(=O)(=O)N1CCN(c2ccc(NC(=O)c3ccccc3)cc2)CC1	6%	-3%	-0.38	-0.32	-0.18	0.1	-6%	-1.2%	-7%	1%	4%	-3%
12	O=C(CSC1CC(=O)N(c2ccc(C(=O)O)cc2)C1=O)Nc1ccc2ccccc2c1 (stereo unspecified)	0%	4%	-0.4	-0.15	0.24	0.39	-7%	-1.3%	5%	/	7%	/
13	Cc1cc(NC(=O)C(=O)c2cn(C)c3ccccc23)no1	-8%	0%	0.015	0.23	0.18	-0.98	10%	-6.4%	6%	1%	4%	-17%

Continuation.
item	molecule	LYP inhibition	Siah-1 displacement	Dynein cargo inh	Dynein cargo inh cytoplasmic EGFP	Dynein cargo inh nuclear GR-EGFP	Dynein cargo inh cell count	PMI inhibition	XIAP displacement	human PMI inhibition	M1AAP inhibition	AID2073	P. falciparum M17LAP
31	CS(=O)(=O)N(CC(=O)N1CCC(C(N)=O)CC1)c1ccc(Oc2ccccc2)cc1	-3%	2%	-0.14	-0.23	0.14	0.98	-1%	2.9%	3%	-2%	8%	0%
32	COC(=O)c1ccc(-c2ccc(/C=N/NC(=O)CC3(C)OCCCO3)o2)cc1	-4%	-6%	0.46	-0.22	0.19	-0.0029	/	-5.3%	/	2%	7%	-11%
33	CCc1cccc2c(=O)c(C(=O)N3CCOCC3)c[nH]c12	-8%	7%	0.62	-0.18	0.34	-0.49	-1%	1.6%	-5%	4%	3%	20%
34	CCCn1c(=S)[nH]c2cc(OC)c(OC)cc2c1=O	2%	0%	-1.1	-0.27	-0.035	0.86	9%	-5.5%	14%	18%	-12%	1%
35	Cc1ccc(-c2nnn(CC(=O)N(CC3CCCO3)C(C(=O)NC3CCCC3)c3ccc(F)cc3)n2)o1 (stereo unspecified)	0%	-3%	0.24	-0.17	0.45	0.073	0%	-9.7%	8%	3%	5%	2%
36	C/C(=N\N)c1c(-c2ccccc2)c2cc(C)ccc2[nH]c1=O	-6%	-3%	-0.43	-0.27	-0.28	1.4	/	/	/	2%	-4%	10%
37	O=C(CCNc1ccccc1)c1cccc([N+](=O)[O-])c1	-2%	-6%	1.1	-0.078	0.63	-1.4	39µM*	-9.5%	57%*	7%	-6%	-9%
38	O=C(Nc1ccccc1C(F)(F)F)c1ccc(CN2CCC(Cc3ccccc3)CC2)cc1	-9%	1%	4	-0.076	2.4	-2.5	9%	-3.2%	8%	3%	1%	-3%
39	COc1ccc(C(=O)NCC(=O)OCc2ccc([N+](=O)[O-])cc2)cc1	-6%	14%	0.26	-0.28	0.34	-0.18	-2%	-2.6%	-5%	4%	0%	4%
40	C(=N\N1CCN(C(c2ccccc2)c2ccccc2)CC1)/c1ccc2c(c1)OCO2	3%	7%	-0.7	-0.29	0.0012	0.8	10%	-9.2%	12%	/	5%	/
